Screening results (PubChem BioAssay)
KOR beta-arrestin-1 = kappa opioid receptor blockers – cell-based, luminescence, uHTS (AID 1778) | KOR beta-arrestin recruitment, luminescence, antagonist mode; higher % means a stronger effect | actives 0.091% (n = 290,000) | inhibition, % at 10 µM, or IC50 in µM where a hit was titrated; also: strong numbers were not always called active
GPR55 antagonists = GPR55 antagonists blocking LPI-driven arrestin recruitment, primary screen, imaging, U2OS, beta-arrestin-GFP, LPI agonist (AID 2013); U2OS GPR55 beta-arrestin-GFP translocation imaging, LPI antagonism; higher % means a stronger effect; inhibition, % at 10 µM, or IC50 in µM where a hit was titrated; actives 0.13% (n = 290,000);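 active = spots per cell inhibited over 60%, with over 100 cells counted and total cytoplasm intensity under 500,000; inconclusive = wells with under 100 cells, flagged as likely toxic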;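 also: U2OS cells stably carrying GPR55 and arrestin-GFP stimulated by 5 µM LPI near EC80; imaged beta-arrestin-GFP aggregate spots per cell after agonist stimulation; plate controls were LPI-stimulated DMSO wells for no effect and DMSO wells without LPI for full effect; some results filed as inactive read as strong as hits; confirmed hits need IC50 under 10 µM and bright autofluorescent wells are also inconclusive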
GPR55 beta-arrestin = selective activators of receptor GPR55 – imaging, U2OS cells, beta-arrestin-GFP redistribution, primary screen (AID 1961); U2OS GPR55 beta-arrestin-GFP redistribution imaging; higher % means a stronger effect; activation, % at 10 µM; hits with a dose series show EC50 in µM; actives 0.048% (n = 290,000);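 active = activation above 40% with more than 50 cells counted in the well; inconclusive = wells holding fewer than 50 cells, flagged as toxic or sparse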;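 also: U2OS osteosarcoma cells stably expressing GPR55 and beta-arrestin-GFP; plate controls were DMSO negative control for no effect and LPI positive control for full effect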
HEK293 NOD2/NF-kB = inhibition of NOD2-driven NF-kB reporter – cell-based, luminescence, uHTS, HEK293 (AID 1566); HEK293 NOD2/NF-kB luciferase reporter, luminescence; higher % means a stronger effect; inhibition, % at 4 µM, or EC50 in µM where a hit was titrated; actives 0.63% (n = 290,000); also: many of its hits are not listed in these tables
Myeloid diff MLP = myeloid differentiation induction. calls only at 10 µM. actives 1% (n = 360,000). ER-HoxA9 myeloid progenitors, lysozyme-GFP differentiation, flow cytometry;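 active = normalized GFP-positive differentiation at or above the plate's own cutoff, the solvent-only control mean plus 3 SD; inconclusive = no clear call, values can overlap the other calls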;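 also: cells exposed to compound for four days before flow analysis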
NOD1 NF-kB reporter = NOD1 signaling inhibitors, primary screen, cell-based, luminescence, uHTS (AID 1578) | NOD1-driven NF-kB luciferase reporter cells, luminescence; higher % means a stronger effect | inhibition, % at 4 µM; hits with a dose series show EC50 in µM | actives 1% (n = 290,000); in the data active = inhibition mostly above about 36%, no sharp cut-off; inactive = mostly below about 34%;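 also: HEK-293T reporter cells stimulated with the NOD1 agonist gamma-tri-DAP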
HIV peptide binding = cell-free HIV fusion peptide-binding blockers – biochemical, uHTS, fluorescence dequenching, primary screen (AID 1986). actives 0.3% (n = 290,000). one-dose inhibition, % at 20 µM; IC50 in µM for titrated hits. cell-free peptide binding, fluorescence dequenching, 30 min; higher % means a stronger effect; in the data active = inhibition mostly above about 52%, no sharp cut-off; inactive = mostly below about 76%; also: some results filed as inactive read as strong as hits
KOR beta-arrestin-2 = kappa opioid receptor activators – cell-based, luminescence, uHTS, primary screen (AID 1777) | KOR beta-arrestin recruitment, luminescence; higher % means a stronger effect | activation, % at 10 µM, or EC50 in µM where a hit was titrated | actives 0.02% (n = 280,000); in the data active = activation above about 50%, passing the limit was not always enough; also: a part of the inactive calls stands beside numbers as strong as those of hits
GPR35 arrestin U2OS = inhibition of zaprinast-stimulated GPR35 beta-arrestin translocation – imaging, U2OS, beta-arrestin-GFP, zaprinast agonist, primary screen (AID 2058). U2OS GPR35 beta-arrestin-GFP translocation imaging, zaprinast antagonism; higher % means a stronger effect. one-dose inhibition, % at 10 µM; IC50 in µM for titrated hits. actives 0.052% (n = 290,000);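 active = inhibition of at least 50% with at least 30 cells and total cytoplasm GFP at most 10,000,000; inconclusive = under 30 cells or total GFP of 10,000,000 plus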
Myeloid diff MLP GFP+ MAC1+ % = second read-out of Myeloid diff MLP, no call of its own (marks repeat the call); GFP+ MAC1+ double positive, %; measured here: differentiation confirmed by MAC1 staining
Starred values were filed as active, the others as inactive; i = inactive; ? = inconclusive; / = no result given; [ ] = another dose, or the depositor's remark. Rule as the data show it, unless noted: active = inhibition above about 50%; inactive = the rest.

SMILES	KOR beta-arrestin-1	GPR55 antagonists	GPR55 beta-arrestin	HEK293 NOD2/NF-kB	Myeloid diff MLP	Myeloid diff MLP GFP+ MAC1+ %	NOD1 NF-kB reporter	HIV peptide binding	KOR beta-arrestin-2	GPR35 arrestin U2OS
Nc1cc(N2CCCCC2)c(Cl)cc1[N+](=O)[O-]	-6%	7%	-0.2%	0%	i	0.5	4%	-2.4%	-1.0%	8%
COc1ccc(-n2cnc3cc(NS(=O)(=O)c4ccccc4)ccc32)cc1	-26%	8%	-0.4%	-199%	i	3.4	2%	-1.3%	0.2%	-15%
CC(C)C(C)NC(=O)CN1C(=O)NC2(CCCCCC2)C1=O (stereo unspecified)	4%	-2%	0.1%	8%	i	0.9	-21%	-1.6%	-1.1%	-2%
O=C1c2ccccc2C(=O)N1c1ccc(Br)c2cccnc12	-32%	-8%	0.1%	-12%	i	0.4	1%	0.0%	-1.1%	13%
COc1ccc(N2C(=O)c3ccc(NC(C)=O)cc3C2=O)cc1	9%	10%	-0.2%	-1%	i	0.8	-4%	0.1%	6.5%	-6%
CCn1cc(/C=N\NC(=O)c2ccc(Cl)cc2)cn1	-4%	4%	0.4%	15%	i	0.9	-2%	2.2%	-3.0%	-15%
O=C(C1CCC(CNc2nc(=S)[nH]c3ccccc23)CC1)N1CCN(c2ccc(F)cc2)CC1 (stereo unspecified)	31%	13%	0.1%	10%	i	1.0	-25%	-1.9%	4.4%	10%
Cc1sc(NC(=O)c2ccccc2)c(C(=O)c2ccccc2)c1C	-11%	8%	0.1%	10%	i	0.2	14%	0.5%	-0.1%	19%
C=CCNc1ncnc2c1cnn2-c1ccc(C)cc1C	-1%	-2%	0.4%	-4%	i	1.6	-9%	3.6%	3.3%	12%
CCN1CCN(Cc2ccc(NC(=O)Nc3cccs3)cc2)CC1	-34%	11%	-0.2%	20%	i	0.3	16%	-1.4%	1.4%	-1%
CCCC1CC(CSc2ncn[nH]2)OC1=O (stereo unspecified)	-13%	6%	0.3%	-1%	i	1.0	-38%	-0.3%	3.0%	18%
COCCNC(=O)c1ccc2c3n(nc2c1)-c1ccc(Cl)cc1CO3	5%	1%	-0.2%	-93%	i	1.9	-7%	-1.6%	8.9%	-17%
OC(CCN1CCOCC1)(c1ccc(Cl)cc1)C1CCCCC1 (stereo unspecified)	10%	7%	0.6%	11%	i	0.5	-3%	-1.3%	-1.6%	-4%
CC(=O)Nc1cccc(Oc2nc(C(F)(F)F)nc3ccccc23)c1	1%	-2%	/	13%	i	0.9	-75%	-1.1%	-5.2%	-6%
COC(=O)COc1ccc(Oc2nc(SC)nc(N(C)C)n2)nn1	16%	-1%	-0.2%	13%	i	1.1	-4%	-1.5%	4.7%	-5%
CCCS(=O)(=O)c1c(S(=O)(=O)CCC)c2cnccn2c1C(=O)c1ccc(F)cc1	8%	-2%	-0.2%	10%	i	1.6	-15%	-2.9%	4.2%	-2%
CSc1nsc(SCC(=O)NC2CCCCC2)n1	3%	3%	0.3%	-20%	i	0.9	-18%	-1.0%	0.0%	-3%
CCCC(=O)NCc1ccncc1	-7%[20 µM]	7%	0.0%	-2%	/	/	-33%	0.1%	-8.4%	4%
O=C(/C=C/c1ncc(C(F)(F)F)cc1Cl)OCc1ccccc1	-35%	6%	0.5%	8%	i	13	-12%	-0.1%	0.7%	12%
COc1ccc(N2C(=O)CSC2c2ccc([N+](=O)[O-])cc2)cc1 (stereo unspecified)	5%	6%	0.4%	14%	i	0.5	2%	-1.6%	1.2%	-4%
COc1cc(NC(=O)CSc2nnc(-c3cc(C)on3)o2)cc(OC)c1	-20%	-5%	-0.1%	-18%	i	2.6	10%	-0.8%	-3.1%	-6%
O=C(NC(=O)c1ccc(C(F)(F)F)cc1)Nc1ccc(-c2cnco2)cc1	22%	16%	-0.1%	5%	i	1.0	-9%	0.5%	-2.3%	-9%
CC(=O)N1N=C(c2ccc(C)cc2)OC1c1ccc(Br)cc1 (stereo unspecified)	-4%[20 µM]	10%	0.0%	-72%	i	0.9	5%	0.1%	/	13%
CC1CN2C(c3ccc(Cl)cc3)=CSC2=N1 (stereo unspecified)	-16%[20 µM]	6%	-0.2%	4%	i	0.3	-15%	-2.4%	4.3%	-5%
CS(=O)(=O)Nc1ccc(C(=O)NCc2ccc3c(c2)OCO3)cc1	12%	-7%	0.3%	-13%	i	6.2	-24%	2.1%	10%	2%
CCCCN(C(=O)CCC(=O)Nc1cc(C)on1)C(C(=O)NC1CCCC1)c1ccc(F)cc1 (stereo unspecified)	4%	3%	-0.1%	-6%	?	/	-18%	1.8%	0.2%	7%
Cc1ccc(S(=O)(=O)Nc2ccccc2C(=O)N2CCCC2)cc1	11%	-3%	-0.2%	-6%	i	0.6	-17%	-1.0%	-2.1%	-4%
COc1cccc2sc(NNC(=O)c3nc4ccccc4s3)nc12	-33%	-2%	0.2%	-5%	i	1.5	-36%	5.9%	-1.1%	-10%
COC(=O)[C@H](CCSC)NC(=O)Nc1ccc(OC)cc1OC	12%	14%	0.0%	20%	i	6.3	-3%	-1.9%	-1.2%	-8%
CC(Sc1nc2ccc(Br)cc2[nH]1)C(=O)O (stereo unspecified)	5%	11%	-0.1%	-8%	i	6.9	-32%	3.2%	7.0%	3%

Sorted by value in NOD1 NF-kB reporter (largest number first): three from the list above.
canonical_smiles | NOD1 NF-kB reporter
COc1cc(NC(=O)CSc2nnc(-c3cc(C)on3)o2)cc(OC)c1 | 10%
O=C(NC(=O)c1ccc(C(F)(F)F)cc1)Nc1ccc(-c2cnco2)cc1 | -9%
CCCC(=O)NCc1ccncc1 | -33%

Further entries:
SMILES	KOR beta-arrestin-1	GPR55 antagonists	GPR55 beta-arrestin	HEK293 NOD2/NF-kB	Myeloid diff MLP	Myeloid diff MLP GFP+ MAC1+ %	NOD1 NF-kB reporter	HIV peptide binding	KOR beta-arrestin-2	GPR35 arrestin U2OS
COc1ccc(-n2cnc3c(sc4nccc(N(C)C)c43)c2=O)cc1	-7%	16%	0.4%	8%	i	0.6	22%	-1.4%	0.6%	-10%
CC(=O)N1CCN(CCN=CC2=C(O)CC(c3ccc(Cl)cc3)CC2=O)CC1 (stereo unspecified)	-1%	5%	-0.2%	13%	i	0.6	-26%	-2.7%	7.0%	0%
O=C(c1ccc(-c2ccc(Cl)cc2)o1)N1CCN(c2ccc([N+](=O)[O-])cc2Cl)CC1	-32%	8%	1.1%	-28%	i	0.5	12%	4.1%	-0.5%	-11%
COc1cccc(OC)c1OCCCOc1cccc2cccnc12	-19%[20 µM]	-6%	-0.1%	-47%	i	1.1	-29%	-0.5%	-4.8%	1%
COc1cccc(-n2c(Cc3cc(=O)[nH]c(=O)[nH]3)nnc2SCc2cccnc2)c1	0%	3%	-0.1%	12%	i	3.3	1%	-0.3%	0.4%	9%
COc1ccc(S(=O)(=O)N(C)c2ccc(C(=O)N3CCC(C(N)=O)CC3)cc2)cc1OC	-3%	1%	-0.1%	2%	i	0.2	-22%	0.4%	-0.5%	-5%
NC(=O)C1CCN(C(=O)c2ccc3ccccc3c2)CC1	30%	-2%	-0.1%	16%	i	1.8	-3%	1.1%	-2.3%	-18%
Cc1ccc(C)c(S(=O)(=O)Nc2cccc(-n3cnnn3)c2)c1	-97%	-7%	-0.2%	-2%	i	1.2	-38%	1.5%	-0.6%	-4%
FC(F)(F)c1ccc(N2CCOCC2)c(Nc2nc3ccccc3n3cnnc23)c1	18%	8%	4.2µM*	-8%	i	9.1	16%	-4.7%	4.0%	0%
CCCCc1cc(-c2n[nH]c(=S)o2)c2ccccc2n1	13%	-14%	0.7%	12%	i	0.5	15%	3.9%	-1.4%	-6%
Cc1cc(C)cc(NC(=O)Cc2ccc(-n3cccc3)cc2)c1	-41%	3%	0.1%	18%	i	0.5	-9%	3.9%	8.2%	-16%
CC(C)CCNC(=O)CN(Cc1ccc2c(c1)OCO2)C(=O)Cn1nnc(-c2cccs2)n1	-6%	-8%	-0.1%	-25%	i	1.6	-34%	18%	-3.0%	-1%
Cc1ccc(OCc2cc(C(=O)N3CCN(C4CCCC4)CC3)no2)cc1C	9%	10%	-0.1%	4%	i	0.6	-16%	-0.3%	-0.9%	2%
CCO[C@H]1OC(C(=O)N2CCN(Cc3ccccc3)CC2)=C[C@@H](c2ccccc2)[C@@H]1CCCO	-8%	11%	0.2%	5%	i	0.9	-14%	2.4%	1.2%	-11%
COc1ccc(C(=O)Nc2nc3ccccc3[nH]2)cc1OC	16%	-7%	-0.1%	-52%	i	1.1	-49%	-1.1%	-4.4%	-5%
c1ccc2cc(CN3CCOCC3)ccc2c1	7%	11%	-0.4%	-9%	i	8.5	-22%	1.5%	-1.6%	1%
O=c1oc2cc(OCc3nn[nH]n3)ccc2c2c1CCCC2	18%	15%	0.3%	10%	i	2.1	-29%	-2.3%	8.1%	-11%
CC(=O)Nc1ccc(Nc2nc(C)c([N+](=O)[O-])c(N(C)c3ccccc3)n2)cc1	5%	-7%	0.5%	23%	i	1.3	23%	-1.3%	5.1%	-2%
CC(=O)c1cc(C#N)c(N2CCCCC2)nc1C	-5%	-2%	-0.1%	-21%	i	0.0	-12%	-0.5%	-3.0%	24%
CC(=O)N(C)c1ccc(NS(=O)(=O)c2cc(Cl)ccc2Cl)cc1	9%[20 µM]	2%	0.2%	-1%	i	0.2	-22%	-1.0%	-3.5%	-2%
CC(=O)c1cc(CN2CCC(n3nccc3NC(=O)c3ccccc3C)CC2)cs1	4%	14%	-0.1%	7%	i	0.6	-16%	3.4%	1.4%	7%
O=C(NCc1ccc2c(c1)OCO2)c1ccc(CS(=O)Cc2ccc(Cl)cc2)o1 (stereo unspecified)	-20%	-12%	0.1%	0%	i	4.2	-18%	0.3%	2.2%	-7%
O=C(Nc1ccc(S(=O)(=O)Nc2nccs2)cc1)/C(=C/c1ccccc1Cl)NC(=O)c1ccccc1	-7%	9%	0.2%	11%	i	0.7	-27%	27%	-5.7%	-5%
CCCN(CC1CC1)C(=S)Nc1ccccc1F	-18%[20 µM]	12%	0.2%	12%	i	0.6	-2%	-0.9%	-3.3%	5%
COC(=O)c1ccc(Oc2nc(NC(C)C)nc(N(C)C)n2)cc1	-29%	-3%	-0.1%	11%	i	0.4	4%	-0.5%	0.6%	23%

This is a subset. The share of hits here may be higher or lower than overall.
